Compound activity as filed in PubChem.
Tb PGK inh: T. brucei PGK inhibition; P07378; PGK/GAPDH coupled, Kinase-Glo luminescence, 60 min; Potency, µM (top dose mostly 57.5 µM), for the others: at the top dose activity change, negative = inhibition, usual class: inhibitors; 380,000 tested, 0.043% active; note: potency is the fitted concentration of half-maximal effect; % is set by controls: 0 for no effect and ±100 for the full control effect; nearly all actives have a fitted effect of over 60% in size
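Recombinant glycosomal PGK reaction used 1,3-bisphosphoglycerate generated in-well by GAPDH (100nM final) in 100mM TEA pH 7.6, 5mM MgCl2, 0.01% Tween-20. After 60 minutes at room temperature, ATP was read by Kinase-Glo Plus luminescence end-point.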
POLI inh: blocks human DNA polymerase iota activity; Pol iota fluorescent replication assay, 10 min; Potency, µM (series often up to 115 µM), without a hit: top-dose activity, negative = inhibition, usual class: inhibitors; 390,000 tested, 1% active; note: potency is the fitted concentration of half-maximal effect
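Fluorescent replication assay read twice, at 0 min and 10 min after adding 50 nM (final) substrate. Enzyme (10 nM) and compounds were first incubated 15 min at room temperature; enzyme-free buffer wells were negative controls.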
Anesthetic bind: binds horse apoferritin like a general anesthetic | P02791 | apoferritin/1-aminoanthracene competitive binding, fluorescence | Potency, µM (series often up to 77.5 µM), for the others: at the top dose activity change, negative = displacement, actives largely listed as inhibitors | 350,000 tested, 0.074% active | AID 485281; note: potency is the fitted concentration of half-maximal effect; % is set by controls: 0 for no effect and ±100 for the full control effect; nearly all actives have a fitted effect of over 20% in size
Target sequence (P02791 2-175 limits assumed): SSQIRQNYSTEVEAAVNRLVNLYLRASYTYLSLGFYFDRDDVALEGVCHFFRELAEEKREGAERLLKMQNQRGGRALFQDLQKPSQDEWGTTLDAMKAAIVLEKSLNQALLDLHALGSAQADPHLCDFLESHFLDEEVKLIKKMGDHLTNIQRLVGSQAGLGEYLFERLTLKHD
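Concentration-response curves derived by four-parameter Hill fitting of normalized fluorescence, where compounds displaced 1-AMA from 10 uM horse apoferritin following a brief 10 min room-temperature incubation; propofol titration acted as positive control.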
POLB inh: blocks human DNA polymerase beta activity; P06746; Potency, µM (titrated, usually from 114 µM), for inactives: at the highest dose activity change, negative = inhibition, actives largely listed as inhibitors; 340,000 tested, 1.3% active; Pol beta primer extension/strand displacement, fluorescence kinetic; note: potency is the fitted concentration of half-maximal effect; % is set by controls: 0 for no effect and ±100 for the full control effect
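Curves were derived by four-parameter Hill fits of normalized qHTS data. The kinetic fluorescent primer-extension read was taken at 0 and 10 min after 50 nM substrate, following a 15 min room-temperature preincubation of 10 nM enzyme with compounds.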
POLK inh: blocks human DNA polymerase kappa activity; 400,000 tested, 0.53% active; purified Pol kappa, fluorescent DNA synthesis assay, 10 min; Q9UBT6; Potency, µM (titrated, usually from 107 µM), inactives show at the highest dose activity, negative = inhibition, most hits filed as inhibitors; note: potency is the fitted concentration of half-maximal effect; % is set by controls: 0 for no effect and ±100 for the full control effect
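Inhibition of 10 nM Pol kappa is measured by a fluorescent read-out at 0 and 10 min following addition of 50 nM substrate (final), with a 15-min room-temperature compound preincubation.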
BLM helicase inh: blocks DNA unwinding by human BLM helicase. P54132. recombinant BLM DNA unwinding, fluorescence dequenching. Potency, µM (highest dose often 56.1 µM), inactives show at the highest dose activity change, negative = inhibition, actives largely listed as inhibitors. 350,000 tested, 0.2% active;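 note: potency is the fitted concentration of half-maximal effect; plate controls were vehicle for no effect and no enzyme for full effect; nearly all actives have a fitted effect of over 35% in size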
APEX1 inh: blocks human APE1 abasic DNA cleavage; recombinant APE1, TAMRA/BHQ-2 abasic DNA cleavage fluorescence; Potency, µM (doses to about 65.8 µM), inactives show at the top dose activity change, negative = inhibition, most hits filed as inhibitors; 350,000 tested, 0.35% active;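 note: potency is the fitted concentration of half-maximal effect; plate controls were vehicle for no effect and reference inhibitor for full effect; nearly all actives have a fitted effect of over 55% in size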
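Step 1: APE1 (0.75 nM) with compound, 15 min RT. Step 2: add 50 nM fluorophore/quencher THF duplex. Step 3: three fluorescence reads 60 s apart (525/598 nm); read 3 minus read 1 = reaction progress.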
POLH inh: inhibitors of human DNA polymerase eta | Q9Y253 | recombinant Pol eta, fluorescent DNA replication assay | Potency, µM (top dose mostly 114 µM), inactives show at the highest dose activity change, negative = inhibition, actives largely listed as inhibitors | 390,000 tested, 1.2% active | AID 588591; note: potency is the fitted concentration of half-maximal effect; % is set by controls: 0 for no effect and ±100 for the full control effect
Target sequence (Q9Y253 whole entry, looked up): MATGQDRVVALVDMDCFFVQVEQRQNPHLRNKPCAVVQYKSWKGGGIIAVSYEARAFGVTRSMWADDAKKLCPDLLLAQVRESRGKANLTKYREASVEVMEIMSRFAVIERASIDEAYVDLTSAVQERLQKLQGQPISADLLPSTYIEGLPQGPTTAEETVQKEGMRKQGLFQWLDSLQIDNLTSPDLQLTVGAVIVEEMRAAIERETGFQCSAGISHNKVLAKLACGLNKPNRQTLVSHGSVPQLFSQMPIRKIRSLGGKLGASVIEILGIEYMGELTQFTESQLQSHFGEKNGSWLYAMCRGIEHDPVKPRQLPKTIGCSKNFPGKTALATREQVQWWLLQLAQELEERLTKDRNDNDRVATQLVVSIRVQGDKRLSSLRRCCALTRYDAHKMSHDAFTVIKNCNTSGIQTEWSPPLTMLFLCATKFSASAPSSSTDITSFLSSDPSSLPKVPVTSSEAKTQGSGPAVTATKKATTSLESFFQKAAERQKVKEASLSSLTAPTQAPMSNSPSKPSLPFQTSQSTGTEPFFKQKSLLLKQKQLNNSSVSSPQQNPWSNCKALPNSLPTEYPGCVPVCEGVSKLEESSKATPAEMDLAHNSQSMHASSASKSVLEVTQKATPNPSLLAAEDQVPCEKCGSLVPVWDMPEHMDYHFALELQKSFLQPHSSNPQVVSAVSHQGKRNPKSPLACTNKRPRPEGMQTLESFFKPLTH
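Pol eta (10 nM) was preincubated with compounds for 15 min at room temperature, after which fluorescent replication substrate (50 nM final) was added to start the reaction. Fluorescence was read kinetically at 0 and 10 min.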
RXFP1 antag: blocks the human relaxin receptor RXFP1. Q9HBX9. HEK293-RXFP1, relaxin-stimulated cAMP HTRF, 30 min; stronger effect = lower value. activity change, negative = inhibition, % at 57.5 µM. 350,000 tested, 0.59% active;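 active = activity change of -60% or lower, but not beyond a set lower limit; inconclusive = change between -60% and -40%, or beyond the set limit; inactive = change above -40%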; note: % is set by controls: 0 for no effect and ±100 for the full control effect
Active calls of the source: *; i = inactive; u = inconclusive; x = no result given; & = joins results of further samples; [ ] = remark or other dose. Unless noted, calls come from the whole dose curve; as a rule, active = well fitted curve in the direction sought with a large enough effect; inconclusive = small, poorly fitted or top-dose-only effect, or another doubt; inactive = no such curve, though single readings can be large; an effect the other way counts as inactive or inconclusive.

nr	SMILES	RXFP1 antag	Anesthetic bind	Tb PGK inh	POLK inh	POLI inh
1	CCCCn1c(N)c(N(C(=O)CSc2nncn2-c2ccccc2C)C2CCCC2)c(=O)[nH]c1=O	-7	x	0%	8%	0%
2	COc1ccc2[nH]c(C(=O)NCCCN3CCCC3=O)c(C)c2c1	0	-6%	1%	-19%	-8%
3	CC(C)Cn1c(/C=N/Nc2nc3ccccc3[nH]2)nc2ccccc21	15	-6%	-3%	-2%	19%
4	Cc1ccccc1-c1n[nH]c(=S)n1C	-8	0%	-3%	-2%	96%[activator]
5	COC(=O)Cc1c(C)nc2nc(NCc3ccc(Br)cc3)[nH]n2c1=O	-7	-12%	0%	7%	u
6	O=S(=O)(NCC1CCCO1)c1ccc(S(=O)(=O)N2CCCC2)cc1 (stereo not given)	-9	-10%	2%[11.5 µM]	-4%	-2%
7	COc1ccc(CNC(=O)CCN2C(=O)c3ccccc3C2=O)cc1	-12	-3%	-3%	12%	-17%
8	Cc1ccc(Cn2c(=O)c3cccnc3n(Cc3ccc(C)cc3)c2=O)cc1	x	-16%	-7%	-4%	23%

nr	POLH inh	APEX1 inh	BLM helicase inh	POLB inh
1	-13%	x	x	x
2	-6%	-8%	1%	7%
3	-5%	-8%	-8%	-23%
4	-18%	2%	1%	-2%
5	-4%	x	4%	u
6	-12%	-3%	-1%	1%
7	-3%	18%	-1%	16%
8	-17%	x	-4%	8%

Excerpt, compounds 3 to 8
nr	SMILES	RXFP1 antag	Anesthetic bind	Tb PGK inh	POLK inh	POLI inh
3	CC(C)Cn1c(/C=N/Nc2nc3ccccc3[nH]2)nc2ccccc21	15	-6%	-3%	-2%	19%
4	Cc1ccccc1-c1n[nH]c(=S)n1C	-8	0%	-3%	-2%	96%[activator]
5	COC(=O)Cc1c(C)nc2nc(NCc3ccc(Br)cc3)[nH]n2c1=O	-7	-12%	0%	7%	u
6	O=S(=O)(NCC1CCCO1)c1ccc(S(=O)(=O)N2CCCC2)cc1 (stereo not given)	-9	-10%	2%[11.5 µM]	-4%	-2%
7	COc1ccc(CNC(=O)CCN2C(=O)c3ccccc3C2=O)cc1	-12	-3%	-3%	12%	-17%
8	Cc1ccc(Cn2c(=O)c3cccnc3n(Cc3ccc(C)cc3)c2=O)cc1	x	-16%	-7%	-4%	23%

nr	POLH inh	APEX1 inh	BLM helicase inh	POLB inh
3	-5%	-8%	-8%	-23%
4	-18%	2%	1%	-2%
5	-4%	x	4%	u
6	-12%	-3%	-1%	1%
7	-3%	18%	-1%	16%
8	-17%	x	-4%	8%

Further entries
nr	SMILES	RXFP1 antag	Anesthetic bind	Tb PGK inh	POLK inh	POLI inh
9	O=S(=O)(Nc1ccc(S(=O)(=O)N2CCCCC2)cc1)c1ccc(Br)s1	1	-6%	-3%	-5%	2%
10	O=C(c1ccc(CS(=O)(=O)c2ccc(Br)cc2)o1)N1CCN(c2ccccn2)CC1	x	-8%	-6%	-17%	-32%
11	COc1ccc(-c2csc(NC(=O)c3ccc(N4C(=O)CCC4=O)cc3)n2)cc1OC	-4	25%	-2%	-5%	75%[activator]
12	CN(Cc1ccccc1)C1=CC(=[N+]2CCCCC2)CC(C)(C)C1	11	-5%	8%	-15%	15%
13	CCOC(=O)N1CCN(C(=O)C2CCCN(S(=O)(=O)c3ccc(F)cc3)C2)CC1 (stereo not given)	-22	-3%	-2%	1%	-3%
14	O=C(NNC(=O)c1ccccc1Br)c1cccs1	-14	-12%	-10%	-3%	32%[activator]
15	Cc1ccccc1C(=O)OCCN1CCOCC1	x	-3%	3%	1%	-13%
16	C/C(N)=C(/C#N)C(=O)COC(=O)c1ccc(O)cc1	-3	-4%	-1%	-10%	7%

nr	POLH inh	APEX1 inh	BLM helicase inh	POLB inh
9	-12%	-3%	-7%	-28%
10	4%	0%	-9%	-1%
11	-17%	0%	-4%	1%
12	0%	2%	4%	-1%
13	-5%	31%[activator]	-2%	4%
14	-16%	56%[activator]	0%	31%
15	-14%	-2%	2%	23%
16	-11%	-1%	-6%	-26%

(listing goes on)
nr	SMILES	RXFP1 antag	Anesthetic bind	Tb PGK inh	POLK inh	POLI inh
17	COc1c(C)cc(C(=O)C2CCCN(C(=O)c3cc(C)n(C)n3)C2)cc1C (stereo not given)	-8	-1%	i	2%	51%[activator]
18	O=C(NC1=NCCS1)c1ccc(Cl)c(S(=O)(=O)N2CCOCC2)c1	-8	-14%	3%	-7%	-7%
19	COc1ccc(Cc2nnc(NN)[nH]c2=O)cc1OC	-13	-5%	4%	0%	100%[activator]
20	O=C(Nc1ccccc1)Nc1cccc(Cl)c1Cl	-9	-10%	i	0%	-11%
21	c1ccc(OCCCn2nnc(-c3ccc(N4CCOCC4)cc3)n2)cc1	-6	-13%	-4%	-12%	-4%
22	O[C@H]1c2ccccc2[C@H](Cc2cncs2)[C@@H]1Br	x	x	i	3%	64%[activator]
23	COc1ccc(Nc2ccc(Cl)cc2)c(C(=O)O)c1	-5	-11%	-11%	-2%	-18%
24	Cc1c(Cl)cccc1-n1ncc(C(=O)N2CCC(C)CC2)c1C1CCN(C(=O)OC(C)(C)C)CC1	-4	-4%	5%	-28%	13%

nr	POLH inh	APEX1 inh	BLM helicase inh	POLB inh
17	-18%	8%	-4%	-14%
18	-6%	-1%	-1%	0%
19	-1%	-6%	0%	1%
20	-16%	2%	-5%	38%
21	0%	-4%	-2%	1%
22	-5%	-1%	x	x
23	-18%	2%	0%	u
24	-21%	x	-1%	9%

Later entries:
nr	SMILES	RXFP1 antag	Anesthetic bind	Tb PGK inh	POLK inh	POLI inh
25	Cc1c(NC(=O)c2cc3nc(-c4ccc(Cl)cc4)cc(C(F)(F)F)n3n2)c(=O)n(-c2ccccc2)n1C	-10	-8%	3%	1%	-8%
26	O=S(=O)(c1ccc(Nc2ccc3c(c2)OCO3)nc1)N1CCOCC1	-10	-13%	-5%	-21%	21%
27	Cc1nnc(Nc2ccc(Cl)cc2)n(N)c1=O	4	-7%	-7%	-8%	-1%
28	CCOc1ccc(NC(=O)Cn2cc(C(=O)c3ccc(C)c(C)c3)c(=O)c3cc(F)ccc32)cc1	x	-2%	-7%	5%	33%[activator]
29	COc1ccc(C)cc1NS(=O)(=O)c1ccc2[nH]c(=O)c(=O)[nH]c2c1	x	-9%	10%	-15%	56%[activator]
30	O=S(=O)(NC1CCCCC1)c1cccc(-c2nnc(-c3ccccc3)o2)c1	-8	u	2%	-8%	12%
31	Cc1c(Cl)cccc1NS(=O)(=O)c1ccccc1	4	x	-3%	-11%	-10%
32	CCCCN1C[C@H](COC(=O)CCC)Oc2cccc(F)c2S1(=O)=O	x	x	-1%	-15%	20%

nr	POLH inh	APEX1 inh	BLM helicase inh	POLB inh
25	10%	-2%	5%	17%
26	9%	9%	-2%	25%
27	1%	-3%	-1%	2%
28	-27%	x	-15%	28%
29	-2%	x	-5%	21%
30	2%	u	-5%	24%
31	-20%	x	x	x
32	-18%	x	x	x

The listing continues.
nr	SMILES	RXFP1 antag	Anesthetic bind	Tb PGK inh	POLK inh	POLI inh
33	CCSc1nc2ccccc2n1CC(=O)OC	8	-5%	7%	-9%	1%
34	COC(=O)CN1C(=O)C2(C(C#N)=C(N)Oc3n[nH]c(-c4cccs4)c32)c2ccccc21 (stereo not given)	1	-18%	0%	-25%	9%
35	CC1(NC(=S)Nc2ccccc2)CCS(=O)(=O)C1 (stereo not given)	5	-2%	i	-13%	-7%[58.9 µM]
36	Cc1cccc(C2NC(=O)c3ccccc3O2)c1 (stereo not given)	2	u	1%	-6%	92%[activator]
37	Cc1ccc(S(=O)(=O)Nc2ccccc2-c2nc3ccccc3[nH]c2=O)cc1	7	x	i	-3%	14%
38	COc1cc(C(=O)NCCOc2cccc(C)c2)c(Br)c(OC)c1OC	4	-15%	-3%	-11%	54%[activator]
39	Cc1ccc(C2=NC3(CCCCCC3)NC2=S)cc1	-2	5%	-11%	-5%	144%[activator]
40	COC(=O)c1ccc(NC(=O)CSc2nncc3ccc(OC)c(OC)c23)cc1	3	0%	-9%	-9%	-2%

nr	POLH inh	APEX1 inh	BLM helicase inh	POLB inh
33	2%	-2%	-10%	12%
34	4%	-2%	-1%	1%
35	-4%	-2%	-2%	-3%
36	-9%	8%	-4%	-12%
37	-6%	3%	x	x
38	-17%	-1%	-4%	6%
39	-10%	18%	3%	7%
40	-14%	2%	2%	7%

The list continues:
nr	SMILES	RXFP1 antag	Anesthetic bind	Tb PGK inh	POLK inh	POLI inh
41	O=C(N/N=C/c1ccccn1)c1cc(-c2ccc(Br)cc2)nc2ccccc12	12	-17%	-7%	-15%	121%[activator]
42	CCOc1ccc(NC(=O)Nc2nnc(CC)s2)cc1	-6	-2%	-10%	-7%	11%
43	COc1ccccc1CC(=O)Nc1cccc(F)c1	0	u	-7%	-9%	59%[activator]
44	O=C(CCN1C(=O)/C(=C/c2cccs2)SC1=S)N1CCCCC1	5	-10%	-10%	-21%	25%
45	O=c1[nH]c2ccccc2c2ccccc12	-1	-5%	-9%	3%[60.1 µM]	5%[58.9 µM]
46	CCCCN1CC(COCc2ccccc2)Oc2cccc(N3CCCC3)c2S1(=O)=O (stereo not given)	x	x	-1%	-14%	0%
47	Cc1cc(N2CCN(Cc3ccccc3)CC2)n2nc(C)c(-c3ccccc3)c2n1	-2	-7%	-4%	-8%	28%
48	Cc1cc(C(=O)NNC(=O)Nc2ccccc2)no1	-7	-1%	1%	-10%	125%[activator]
49	CC1CCCC(NC(=O)C2N(CCCN3CCCC3)C(=O)C3C(C(=O)Nc4cccc(Cl)c4)C4C=CC32O4)C1C (stereo not given)	9	5%	4%	-3%	14%
50	Cc1ccc(-c2ccc(CCC(=O)O)n2NC(N)=S)cc1	-8	8%	0%	-21%	-13%

nr	POLH inh	APEX1 inh	BLM helicase inh	POLB inh
41	-1%	0%	-5%	31%
42	-18%	7%	-8%	2%
43	-13%	5%	2%	0%
44	-18%	-16%	-9%	3%
45	-7%[57.1 µM]	-3%&-3%&1%	-10%	3%[57.1 µM]
46	-5%	x	x	x
47	0%	2%	-8%	-1%
48	-29%	2%	-2%	19%
49	-4%	7%	4%	59%
50	-6%	15%	1%	-13%

These rows are one share of the data; rates above refer to the full screens.
